aSyn yeast rescue: inhibitors of alpha-synuclein toxicity in yeast; S. cerevisiae alpha-synuclein toxicity rescue, BacTiter-Glo growth, 24 h; Potency, µM (top dose mostly 46.1 µM), inactives show top-dose growth rescue (activation), usual class: activators; hit rate 0.02% among 94,000; AID 1347070; active = well fitted activation curve with a large enough effect; inconclusive = small, poorly fitted or top-dose-only effect; also: 0% is about no effect
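Growth restoration measured by BacTiter-Glo luminescence after 24 hr at 30 deg C; alpha-synuclein yeast, raffinose-pregrown to mid-log, were added at OD600=0.02 in galactose medium onto pinned compounds.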
* marks the source's active call; other numbers are inactive results; ? = inconclusive; [ ] = dose if it differs, or a comment. Potency is read from the fitted curve at half-maximal effect. Not all compounds are listed; rates above refer to the full screens.

A first look (three entries):
SMILES	aSyn yeast rescue
CCCCc1cc(=O)oc2c(C)c(OCC(=O)N3C[C@H]4C[C@@H](C3)c3cccc(=O)n3C4)ccc12	-2.2%
COc1ccc(C)c2sc(NC(=O)c3ccc(S(=O)(=O)N4CCOCC4)cc3)nc12	1.4%
COc1ccc(-c2cnc3c(c2)C(=O)N([C@H](C)CO)C[C@@H](C)[C@H](CN(C)Cc2ccccc2)O3)cc1	8.0%

The list itself, from the start:
SMILES	aSyn yeast rescue
CCCCc1cc(=O)oc2c(C)c(OCC(=O)N3C[C@H]4C[C@@H](C3)c3cccc(=O)n3C4)ccc12	-2.2%
COc1ccc(C)c2sc(NC(=O)c3ccc(S(=O)(=O)N4CCOCC4)cc3)nc12	1.4%
COc1ccc(-c2cnc3c(c2)C(=O)N([C@H](C)CO)C[C@@H](C)[C@H](CN(C)Cc2ccccc2)O3)cc1	8.0%
CN(C)C(=O)c1ccc(NC(=O)COc2ccc([N+](=O)[O-])cc2)cc1	-10.3%
Cc1cc(C)cc(NC(=O)Cc2csc(COc3cccc(C)c3)n2)c1	-4.7%
COc1ccccc1C(=O)Nc1ccccc1OCc1cc(=O)n2ccccc2n1	3.0%
Cc1ccc(-n2nc(C(=O)N(C)c3ccccc3Cl)c3c4ccccc4n(C)c3c2=O)cc1	-4.9%
O=C(NC1CCCC1)C1CCN(C(=O)c2ccc(Cl)cc2)CC1	5.2%
O=C1COc2cc(S(=O)(=O)CCC(=O)N3CCN(c4cccc(Cl)c4)CC3)c(Cl)cc2N1	2.7%
Cc1ccccc1OCCCCn1nnc2sc3c(c2c1=O)CCC(C)C3 (configuration not stated)	6.9%
CC(C)[C@H](NC(=O)c1ccccc1)C(=O)OCC(=O)Nc1ccc(Cl)cc1C(F)(F)F	-0.3%
CCN(CC)P(=O)(Nc1ccc([N+](=O)[O-])cc1)c1c(C)nn(CCC#N)c1NC(=O)c1ccc(Cl)cc1 (configuration not stated)	-5.8%
CC(C)Cc1cc(C(=O)NCc2ccco2)no1	-5.9%
CC(=O)c1c(C)nc2nc(-c3ccccc3)nn2c1C	0.3%
CC(C)c1ccc(NC(=O)CSc2nc(=O)n(Cc3ccccn3)c3c2CCC3)cc1	-9.6%
CCn1cc(S(=O)(=O)c2ccccc2)c(=O)c2cc(F)c(F)cc21	2.0%
N=c1n(CC(=O)c2cccs2)c2ccccc2n1Cc1ccccc1	5.4%
O=C(NCc1cccc(Cl)c1)c1ccc(NC(=O)N2CCSc3ccccc32)cc1	5.9%
Cc1cccc(NC(=O)c2ccc(S(=O)(=O)N3CCOCC3)cc2)c1C	1.4%
CC(=O)c1ccccc1NC(=O)COC(=O)C1=NN(c2ccccc2)C(=O)CC1	11.1%
CSCCC(NC(=O)C1CCC(C)CC1)C(=O)NCCN1CCC(C)CC1 (configuration not stated)	2.6%
O=C(C1CCN(S(=O)(=O)c2ccccc2F)CC1)N1CCCC1	-1.5%
COc1ccccc1-c1nnc(SCC(N)=O)o1	-2.9%
COc1ccccc1N1CCN(C(=O)c2cc3c(=O)n(Cc4cccnc4)ccc3nc2C)CC1	0.7%
O=C(COCc1cc(-c2cccs2)on1)Nc1ccc(OC(F)(F)F)cc1	-15.2%

More compounds
SMILES	aSyn yeast rescue
Cc1cccc(C)c1NC(=O)CNc1ncnc2sc(C)c(C)c12	8.0%
CC1(C)CC(=O)C2=C(C1)OC(N)=C(C#N)C2c1ccccc1[N+](=O)[O-] (configuration not stated)	-21.9%
O=C(Nc1cccc(Cl)c1)c1ccc2c(c1)CCN2S(=O)(=O)c1ccccc1	7.5%
CN(c1ccc(F)cc1)S(=O)(=O)N1CCCC(C(=O)NCc2ccccc2Cl)C1 (configuration not stated)	6.4%
CN(C(=O)CSc1nc2ccccc2o1)C1CCCCC1	-0.9%
O=C(NCCc1csc2nc(-c3ccc(F)cc3)nn12)c1ccco1	5.1%
COc1ccccc1CNC(=O)c1cn(C)c2ccc(S(=O)(=O)N(C)C3CCCCC3)cc2c1=O	3.3%
O=C(CSc1nnc(Cc2ccccc2)c(=O)[nH]1)Nc1ccccc1	-0.2%
CCOC(=O)c1ccc(N2C(=O)c3[nH]nc(-c4ccccc4)c3C2c2cccs2)cc1 (configuration not stated)	-7.8%
CCC(=O)N1CCc2cc(S(=O)(=O)NCc3ccc(C)cc3)ccc21	-2.0%
CC(C(=O)Nc1ccc(Cl)cc1)N(C)Cc1cccs1 (configuration not stated)	-11.1%
COc1ccc(-c2nc3ccccc3s2)cc1NC(=O)COc1ccccc1C	-8.2%
Cc1cc(N2CCN(C)CC2)nc2ccc(NC(=S)N3CCN(c4ccccn4)CC3)cc12	-9.9%
CC(=O)c1c(-c2ccccc2)c2cc(Cl)ccc2[nH]c1=O	-11.1%
CCc1nc(Nc2ccccc2F)c2oc3ccccc3c2n1	-32.1%[inhibitor]
Cc1cc(NS(=O)(=O)c2ccc(NC(=O)c3cnc4sccn4c3=O)cc2)nc(C)n1	-7.0%
COCCN1Cc2cccc(C(=O)Nc3ccc(S(=O)(=O)N4CCCCCC4)cc3)c2C1=O	-6.5%
COc1cnc(-c2ccccc2)nc1Sc1ccccc1	-2.3%
Cc1ccc(CSc2nc3ccncc3n2Cc2nc(-c3ccc(Cl)cc3)oc2C)cc1	-10.3%
Cn1ncc2c1NC(c1ccc(F)cc1)SCC2=O (configuration not stated)	2.1%
CCCCNC(=O)C(CC)Sc1nnc(-c2ccc(OC)c(OC)c2)c(-c2ccc(OC)c(OC)c2)n1 (configuration not stated)	5.1%
CC(=O)N1N=C(c2cccc([N+](=O)[O-])c2)OC1c1cccc(Br)c1 (configuration not stated)	17.7%
COc1ccc(NC(=O)COC(=O)CC2CCCC2)cc1Cl	-8.1%
O=C(COc1ccc(F)cc1)OCc1cc(=O)n2nc(C3CCCCC3)sc2n1	-3.0%
COc1ccc(S(=O)(=O)N(CC(=O)NCc2ccco2)c2ccc(F)cc2)cc1	2.4%

Continuation:
SMILES	aSyn yeast rescue
CCNC(=O)CC1C(=O)N(c2ccc(F)cc2)C(=O)N1Cc1ccc(OC)c(OC)c1 (configuration not stated)	-12.1%
CC(C)c1nc(SCc2c(F)cccc2Cl)c2c(=O)n(C)c(=O)n(C)c2n1	-1.6%
CS(=O)(=O)N(CC(=O)N1CCOCC1)c1cccc(Cl)c1	-7.5%
O=[N+]([O-])c1ccc2nc(Cl)nc(-c3ccccc3)c2c1	-6.4%
CCCN1CCN(S(=O)(=O)c2ccc3c(c2)OCCO3)CC1	0.6%
CC(c1ccccc1)N1CC(C(=O)Nc2nccs2)CC1=O (configuration not stated)	-4.8%
CN(Cc1ccccc1)C(=O)COC(=O)c1ccccc1SCC(=O)N1CCCC1	-5.4%
CC1=C(C(=O)NCc2ccco2)C2(CCC(C)CC2)OC1=O (configuration not stated)	2.2%
CCN(CC)c1ccc(NC(=O)CSc2nc(C3CC3)nc3ccccc23)cc1C	-4.7%
CC(C)NC(=O)NCCCCCCS(C)=O (configuration not stated)	9.8%
COc1ccc(C)cc1CN(C)c1ccc(S(=O)(=O)N2CCN(C)CC2)cn1	1.8%
Cc1c(C(=O)Nc2cccc(Cl)c2)sc2nc3n(c(=O)c12)N=C(c1cccc(Br)c1)CS3	-3.5%
CN(c1ccccc1)S(=O)(=O)c1nnc(NC(=O)c2ccccc2)s1	-12.5%
Cc1cccc(CC(=O)NC2CCS(=O)(=O)C2)c1 (configuration not stated)	-6.0%
O=C(Cn1c(=O)nc(-c2ccccc2F)c2cc(Cl)ccc21)Nc1ccccc1C(F)(F)F	3.6%
Cc1cccc(NC(=O)C2CCN(c3nc4ccccc4[nH]3)CC2)c1C	4.2%
CCOC(=O)C1CCN(C(=O)CN(c2ccc(OC)cc2)S(=O)(=O)c2c(C)nn(C)c2C)CC1	0.2%
O=C1NCC(COc2cccc3ccccc23)O1 (configuration not stated)	10.6%
COc1cc(NC(=O)N2CCSc3ccccc32)cc(OC)c1OC	1.7%
CNC(=O)c1ccc(-c2nc(CN3CCc4ccccc43)c(C)o2)cc1	6.5%
CC(C)Oc1ccc(CNC(=O)C2CCN(C(=O)c3sccc3-n3cccc3)CC2)cc1	3.7%
CCC1CN(C(=O)N2CCC(C(=O)N3CCN(c4ccc(F)cc4)CC3)CC2)c2ccccc2O1 (configuration not stated)	4.0%
CCc1nn(C(CC)C(=O)NCc2ccc(OC)c(OC)c2)c(=O)c2cc3oc(C)cc3n12 (configuration not stated)	9.1%
Cc1ccc(Cl)cc1N1CCN(S(=O)(=O)c2ccc3[nH]c(=O)ccc3c2)CC1	-9.0%
Cc1cccc(CSc2nc(=O)c3c(n2C)NC(=O)CC3c2cccc(O)c2)c1 (configuration not stated)	0.3%

Of the compounds above, these contain a CF3 group.
SMILES	aSyn yeast rescue
CC(C)[C@H](NC(=O)c1ccccc1)C(=O)OCC(=O)Nc1ccc(Cl)cc1C(F)(F)F	-0.3%
O=C(COCc1cc(-c2cccs2)on1)Nc1ccc(OC(F)(F)F)cc1	-15.2%
O=C(Cn1c(=O)nc(-c2ccccc2F)c2cc(Cl)ccc21)Nc1ccccc1C(F)(F)F	3.6%

Additional compounds.
SMILES	aSyn yeast rescue
COCCNC(=O)Cc1ccc(NC(=O)N2CCCCc3ccccc32)cc1	?
Cc1ccc(NC(=O)CSc2cn[nH]n2)cc1	-0.3%
COc1ccc(C(=O)OCC(=O)Nc2cc(C)on2)cc1F	5.1%
O=C(COC(=O)c1cc(=O)[nH]c2ccccc12)NC(=O)c1ccccc1	3.8%
CCc1ccc2occ(CC(=O)N(Cc3ccccc3)C3CCS(=O)(=O)C3)c2c1 (configuration not stated)	7.2%
CCCCCC(=O)N1C[C@H](n2cc(COC(=O)c3ccccc3)nn2)[C@@H](O)C[C@@H]1c1ccc(OC)cc1	-5.4%
COCOCCn1cc(CN2CCS(=O)(=O)N(Cc3ccc(-c4ccc(Cl)nc4)cc3)C(C)C2=O)nn1 (configuration not stated)	3.3%
CC(=O)N1c2ccc(S(=O)(=O)NCC3CCC(C(=O)Nc4cccc(F)c4)CC3)cc2CC1C (configuration not stated)	-14.0%
Nc1nnc(Cc2cccc(Br)c2)s1	-9.8%
COc1ccc(C(=O)N[C@H](C(=O)Nc2cccc(S(=O)(=O)N3CCOCC3)c2)C(C)C)cc1	1.1%
CC1=C(C(=O)N2CCOCC2)CC(CC(=O)NCc2ccco2)C(=O)N1Cc1ccc(F)cc1 (configuration not stated)	-7.6%
C=CCc1cccc2cc(C(=O)NCCc3c(C)[nH]c4c(C)cccc34)c(=O)oc12	3.8%
O=C(O)CCn1ccc2cc(S(=O)(=O)N3CCCCCC3)ccc21	-8.0%
O=C(COc1ccccc1)NCCc1csc(-c2ccc(F)cc2)n1	8.3%
Cc1ccc(NC(=S)Nc2cc(C)on2)cc1	4.7%
O=C(CC1SC(N2CCCC2)=NC1=O)Nc1ccc(C(=O)NCCOc2ccccc2F)cc1 (configuration not stated)	-2.3%
COc1ccc(S(=O)(=O)c2cn(C)c3cc(N4CCCC4)c(F)cc3c2=O)cc1	1.9%
CCc1ccccc1Nc1nn2c(=O)c3ccc(C(=O)NCc4ccccc4Cl)cc3nc2s1	-4.9%
CCc1cc(-c2cnnn2Cc2ccc3ccccc3c2)ccc1-c1cn(CC(C)C)nn1	-2.1%
COc1cccc(-n2c(SCc3ccccc3C)nc3c([nH]c4ccccc43)c2=O)c1	24.8%
CCc1ccccc1NC(=O)CSc1ncc(S(=O)(=O)c2ccccc2)c(N)n1	-0.2%
Cc1ccc(-c2ccc(CN3C(C)C(=O)N(Cc4cn(CC5CCCCC5)nn4)CCS3(=O)=O)cc2)cc1 (configuration not stated)	3.9%
Cn1c(C(=O)Nc2ccc(OC(F)(F)F)cc2)cc2c(=O)n3ccccc3nc21	4.8%
O=C(c1cc2ccccc2c(=O)o1)N1CCCCCC1	-2.3%
CCOC(=O)CSc1nc(-c2ccc(C)cc2C)cc(-c2ccccc2)c1C#N	19.4%

Arranged by molar mass (falling): some entries from above
SMILES	aSyn yeast rescue
O=C(CC1SC(N2CCCC2)=NC1=O)Nc1ccc(C(=O)NCCOc2ccccc2F)cc1 (configuration not stated)	-2.3%
COc1ccc(C(=O)OCC(=O)Nc2cc(C)on2)cc1F	5.1%
Nc1nnc(Cc2cccc(Br)c2)s1	-9.8%
Cc1ccc(NC(=S)Nc2cc(C)on2)cc1	4.7%

Back to the main list with the 2 entries that preceded the break.
SMILES	aSyn yeast rescue
O=C(c1cc2ccccc2c(=O)o1)N1CCCCCC1	-2.3%
CCOC(=O)CSc1nc(-c2ccc(C)cc2C)cc(-c2ccccc2)c1C#N	19.4%
COc1ccc(S(=O)(=O)N2CCCC(C(=O)NC3CC3)C2)cc1OC (configuration not stated)	-4.7%
COc1ccccc1Nc1cc(C(=O)NCCCN(C)C2CCCCC2)c2ccccc2n1	2.3%
CCCCn1c(N)c(N(CC(C)C)C(=O)C2CCCN(C(=O)c3ccc(Cl)cc3)C2)c(=O)[nH]c1=O (configuration not stated)	-44.3%[inhibitor]
CCc1cc(C(=O)Nc2cc(S(=O)(=O)N(C)C)ccc2C)sc1C	2.8%
c1ccc(N2CCN(Cc3nnc(-c4ccc5c(c4)OCO5)o3)CC2)cc1	10.1%
CCc1cccc(C)c1NC(=O)C1CCN(S(=O)(=O)c2cccc3nonc23)CC1	2.8%
CCOc1ccccc1C(=O)NCC(=O)NNC(=O)CN(C)S(=O)(=O)c1ccc(Cl)cc1	-11.8%
Cc1ccc(N2CC(NC(=O)C(=O)c3c[nH]c4ccccc34)CC2=O)cc1 (configuration not stated)	3.7%
COc1cc(-c2nc3ccc(C)cn3c2Nc2ccc3c(c2)OCCO3)ccc1O	-2.7%
COc1ccc(-c2nn3c(-c4ccc(OC)cc4)nnc3c3ccccc23)cc1	2.6%
Cn1c2nc(=O)n(-c3ccccc3)c(=O)c-2nc2c1CCCC2	-2.8%
Cc1ccc(CNC(=O)c2cc(-c3ccc(C)c(C)c3)nc3ccccc23)cc1	-3.0%
Cn1c(=O)nc2n(-c3ccc(Br)cc3)c3cccc(Cl)c3cc-2c1=O	2.7%
